bovine MsrA act: activates bovine MsrA enzyme. AID 602163. purified bovine MsrA, absorbance read-out. activation, % at 10.6 µM. 0.3% of 360,000 active; in the data active = activation above about 7.5%;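 note: 0% = vehicle and 100% = reference activator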
MsrA inhibitor: inhibitors of bovine MsrA; purified bovine MsrA, absorbance read-out; 0.75% of 360,000 active; inhibition, % at 15.5 µM; in the data active = inhibition above about 4.5%;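 note: 0% = vehicle wells with enzyme and 100% = reference inhibitor wells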
SKN-1 block: C. elegans SKN-1 inhibition; C. elegans VP596 Pgst-4::GFP/RFP ratio, acrylamide-induced, 24 h; 0.49% of 360,000 active; inhibition, % at 21.8 µM; AID 624304;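 active = interference check ratio from 0.5 to 1.5 plus GFP to RFP signal ratio inhibition reaching or exceeding a fixed threshold, cut at about 30% in these data, passing the limit was not always enough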; note: some compounds called inactive have numbers as strong as hits
MT1-MMP act inh: inhibitors of human MT1-MMP activation; GFP/RFP ratio change, % at 20 µM; HT1080 RFP-PRO-GFP cells, GFP/RFP ratio fluorescence, overnight; percent of plate control window, DMSO zero; 0.061% of 360,000 active;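 active = GFP/RFP ratio change of at least 30% with cell ATP level not reduced by more than half and red fluorescence within 50% of control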; note: strong numbers were not always called active
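Assay system: HT1080 RFP-PRO-GFP cells | Dosing: 20 µM single dose, 1% DMSO | Incubation: Cells overnight before dosing, compound overnight, 37 °C, 5% CO2 | Evaluation: GFP/RFP fluorescence ratio | Control set: DMSO-only wells and HT1080 RFP-L50D-GFP cell wells as references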
TbMetRS inhib: Trypanosoma brucei MetRS inhibition | 0.4% of 360,000 active | AID 624268 | purified T. brucei MetRS, ATP depletion, Kinase-Glo luminescence | inhibition, % at 11.9 µM;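 active = inhibition above a per-plate cutoff of the control wells' mean inhibition plus 3 SD, cut at about 5.5% in these data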;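 note: 0% = DMSO wells median and 100% = median of wells with control inhibitor compound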
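assay system = parasite MetRS enzyme | timing = 15 min preincubation, 2 h reaction, all 25 °C | evaluation = percent inhibition relative to median high and low control wells | medium = HEPES buffer containing pyrophosphatase, BSA, spermine, DTT | compound = single dose, 11.9 µM final nominal, 0.9% final DMSO | detection = Kinase-Glo luminescence, ATP depletion format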
MLLE-PAM2 inh: blocks PAM2 peptide binding to the PABP1 MLLE domain; P11940; GST-MLLE / FITC-PAM2 fluorescence polarization; inhibition, % at 20 µM; 0.36% of 360,000 active; in the data active = inhibition above about 35%, passing the limit was not always enough;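 note: plate controls were DMSO wells with GST-MLLE for no effect and wells lacking GST-MLLE protein for full effect; some results filed as inactive read as strong as hits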
FAS-TE inh: inhibitors of human fatty acid synthase thioesterase domain | recombinant FAS-TE, OMFH fluorogenic substrate, fluorescence endpoint | inhibition, % at 15 µM | 0.67% of 360,000 active | AID 602261;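 active = compounds whose normalised, plate-corrected inhibition of enzyme fluorescence in the single-dose primary screen is 50% or more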;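 note: 0% = DMSO with enzyme and 100% = substrate without enzyme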
CendR NRP1 mod: NRP-1/CendR interaction modulation; 0.85% of 360,000 active; inhibition, % at 25 µM; O14786; FAM-RPARPAR peptide binding to NRP-1, fluorescence polarization; AID 602438;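 active = inhibition or corrected inhibition above about 18%, plus a signal ratio from 0.5 to 1.5, limit read from the data, passing the limit was not always enough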; note: strong numbers were not always called active
E coli Lon inh: inhibits E. coli Lon protease; P0A9M0; purified E. coli Lon protease, fluorescence polarization; inhibition, % at 7.94 µM; 0.42% of 360,000 active; in the data active = inhibition above about 13%, passing the limit was not always enough;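 note: 0% = enzyme with probe and DMSO and 100% = no enzyme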
* hit, by the source's call; / = not tested or not shown.

Each structure is followed by: bovine MsrA act | MsrA inhibitor | SKN-1 block | MT1-MMP act inh | TbMetRS inhib | MLLE-PAM2 inh | FAS-TE inh | CendR NRP1 mod | E coli Lon inh
CCOC(=O)c1sc2nc(C)nc(N3CCN(S(=O)(=O)c4ccccc4)CC3)c2c1C
    -4 | 0.7 | 15 | 0 | -0.2 | 7 | 24 | 2 | 1
O=C(N[C@H]1CC1c1ccccc1)c1ccc([N+](=O)[O-])cc1 (stereo partly drawn)
    -2 | 0.1 | 2 | 0 | 0.1 | 0 | 12 | 2 | -7
CCN(CC(=O)Nc1c(F)cccc1F)C(=O)C1CC1C (stereo not drawn)
    -2 | 0.3 | 12 | 3 | -0.5 | -1 | -5 | -8 | 5
Clc1ccc2nc(CSc3nc4ccccc4o3)cn2c1
    -3 | 0.5 | 11 | 0 | 0.8 | 2 | 9 | -14 | 2
CC(C)(C)OC(=O)NCCCCCNC(=O)c1[nH]cnc1C(=O)Nc1ccc(Cl)cc1
    -2 | -0.5 | -11 | -1 | -0.2 | 3 | 26 | 17 | 4
COc1cc2ccccc2cc1C(=O)OCc1nc2ccsc2c(=O)[nH]1
    -7 | 0.1 | 2 | -6 | -0.6 | 7 | 2 | 0 | -5
COc1ccc(-c2[nH]ncc2-c2ccc(Cl)cc2)c(O)c1
    0 | -0.2 | -11 | 4 | 0.1 | 4 | -72 | 14 | -3
O=C(Cn1cnc2ccccc2c1=O)Nc1nnc(SCc2ccccc2)s1
    -1 | 0.2 | 4 | 1 | 0.2 | 7 | -3 | 0 | 3
CC1=C(C(=O)N(C)C)C(c2ccc(Cl)c(Cl)c2)NC(=O)N1 (stereo not drawn)
    4 | 0.3 | 23 | -8 | 0.1 | -11 | -8 | 0 | -5
O=C(Nc1ccc(NC(=O)C2CC2)nc1)c1cccs1
    -2 | -0.2 | 0 | 5 | -0.1 | -4 | -7 | -2 | -5
O=C(NCc1cccnc1)c1cc(C2CCCCN2C(=O)c2ccccc2)on1 (stereo not drawn)
    -3 | -1.2 | -3 | 0 | -0.2 | 5 | -9 | -3 | -7
CCCCN(C(=O)c1cccs1)C1CCS(=O)(=O)C1 (stereo not drawn)
    -3 | -1.7 | -10 | 13 | -0.3 | 4 | -5 | 6 | -3
Cc1cc(C(=O)CN2C(=O)C(=O)N(Cc3ccccc3)C2=O)c(C)n1Cc1ccc(F)cc1
    -3 | 1.2 | -2 | 1 | -0.5 | 8 | 28 | -11 | 3
CCN(CC(=O)NCc1cccs1)C(=O)C(c1ccccc1)c1ccccc1
    -2 | -0.1 | 4 | 0 | 0.0 | -8 | 2 | 0 | -3
COC(=O)c1cc(Br)c(=O)n(Cc2ccc(C(=O)O)cc2)c1
    -2 | -0.4 | 14 | 0 | -0.1 | 8 | -6 | 18 | -5
Cc1cccc(OCCSc2nc3ccccc3n2CCC(=O)O)c1
    -3 | -0.6 | 1 | -1 | 0.2 | -24 | -4 | -6 | 5
O=C(OCCc1cc2ccccc2c(=O)o1)c1ccccc1C(F)(F)F
    -2 | -0.3 | 0 | 2 | -0.1 | 3 | 18 | 11 | -4
CCOC(=O)C1CCCN(C(=O)c2cc3ccccc3cc2OC)C1 (stereo not drawn)
    0 | -0.6 | 9 | 20 | -0.5 | 11 | -5 | 4 | 3
COc1ccc(NC(=O)CCN2CCN(c3ccccc3F)CC2)c(OC)c1
    -2 | -0.5 | 5 | 5 | -0.3 | -4 | -3 | 7 | 2
Cc1ccc(/C=N\NC(=O)Cc2cccn2C)o1
    -3 | 1.9 | -2 | 5 | -0.2 | 8 | -2 | -6 | 1
OCC1(CCOc2ccccc2)CCN(CCCn2cccn2)CC1
    4 | 1.0 | -1 | 1 | 0.9 | 13 | -4 | 10 | 3
COc1ccccc1C(CCNCc1ccccc1)c1ccc(OC(C)C)cc1 (stereo not drawn)
    -6 | 0.9 | 5 | -9 | 0.0 | 8 | -15 | 8 | 7
COC(=O)N1C(=O)[C@](c2ccc(OC)cc2)(C(C)C)N1C(=O)OC
    -1 | -0.9 | 3 | -2 | 0.5 | 7 | 72* | 1 | 3
CNc1c([N+](=O)[O-])cnn1-c1cccc(Cl)n1
    -6 | 1.0 | -7 | -1 | -0.8 | -1 | -4 | 6 | -7
Nc1nc(Nc2ccccc2)nc2ccccc12
    -9 | 1.4 | -7 | 43 | 19* | -1 | -9 | 8 | -6
Cc1ccc(NC2Nc3cc(C)nn3S2)c(C)c1 (stereo not drawn)
    -1 | 0.5 | -1 | 2 | 0.2 | -61 | -5 | 3 | 5
COc1ccc(N(C)C(=O)c2cn(C)c(=O)c3cc(OC)c(OC)cc23)cc1
    -2 | 0.8 | 8 | -1 | -0.2 | 6 | -2 | 12 | -3
Fc1ccc(CNc2nc3ccccc3n3nnnc23)cc1
    4 | -0.1 | -3 | -15 | 0.4 | 26 | -4 | -17 | -52
C=CCN1C(=O)C(Cc2ccc(F)cc2)S/C1=N/N=C/c1ccco1 (stereo not drawn)
    -2 | -1.1 | -2 | 8 | -0.3 | 4 | -3 | 0 | 1
CCCCN(C)c1c(C)nc2ccc(C(=O)N3CCN(C(C)=O)CC3)cn12
    -5 | 0.0 | 1 | 4 | 0.2 | 5 | -9 | 1 | -14

A second format for 2 compounds above.
structure: COc1ccccc1C(CCNCc1ccccc1)c1ccc(OC(C)C)cc1 (stereo not drawn)
  bovine MsrA act: -6; MsrA inhibitor: 0.9; SKN-1 block: 5; MT1-MMP act inh: -9; TbMetRS inhib: 0.0; MLLE-PAM2 inh: 8; FAS-TE inh: -15; CendR NRP1 mod: 8; E coli Lon inh: 7
structure: COc1ccc(N(C)C(=O)c2cn(C)c(=O)c3cc(OC)c(OC)cc23)cc1
  bovine MsrA act: -2; MsrA inhibitor: 0.8; SKN-1 block: 8; MT1-MMP act inh: -1; TbMetRS inhib: -0.2; MLLE-PAM2 inh: 6; FAS-TE inh: -2; CendR NRP1 mod: 12; E coli Lon inh: -3

The list continues.
Each structure is followed by: bovine MsrA act | MsrA inhibitor | SKN-1 block | MT1-MMP act inh | TbMetRS inhib | MLLE-PAM2 inh | FAS-TE inh | CendR NRP1 mod | E coli Lon inh
CCCCCC(=O)N1C[C@@H](O)[C@H](n2cc(C3CC3)nn2)C[C@@H]1c1ccc(OC)cc1
    2 | -0.3 | 9 | -1 | 0.1 | -2 | -7 | 1 | -3
CCN(C(=O)c1ccncc1)c1c(N)n(Cc2ccccc2)c(=O)[nH]c1=O
    -2 | 0.2 | 23 | -2 | -0.3 | -4 | 4 | -12 | -16
CCSc1nnc(NC(=O)c2cccc(OCc3c(C)noc3C)c2)s1
    -5 | 1.2 | -14 | 3 | -0.6 | -27 | 2 | -1 | -9
Cc1ccc(NC(=O)CSc2n[nH]c(-c3ccncc3)n2)cc1C
    -2 | 3.3 | 11 | 1 | 0.2 | -27 | -12 | -12 | 10
CCOC(=O)CC1C(=O)NCCN1C(=O)c1cccc(OC)c1 (stereo not drawn)
    -3 | -1.2 | 4 | -1 | -1.4 | 4 | -6 | -3 | -8
CC(C1CC1)N(C(=O)c1ccccc1[N+](=O)[O-])c1ccccc1 (stereo not drawn)
    -1 | 1.5 | 17 | -2 | -0.4 | 2 | 4 | 2 | 2
O=C(N[C@@H]1CCC(=O)N(CC[C@H](Sc2ccccc2)c2ccccc2)CC1)OCc1ccccc1
    -3 | -0.7 | 2 | 1 | -0.2 | 9 | 10 | 10 | -1
CCOc1ccc(C(=O)CCC(=O)Nc2ccncc2)cc1
    -3 | -1.2 | 4 | 3 | -0.3 | 1 | -2 | 1 | -2
CC1CCC(NC(=O)CCC(=O)N2CC(C)Oc3ccccc32)CC1 (stereo not drawn)
    -2 | 0.8 | -6 | -1 | 0.3 | -3 | 3 | 6 | -2
COc1ccc(NC(=O)CN(C)C(=O)c2c(C)nn(Cc3ccc(C)cc3)c2Cl)cc1
    -3 | -0.5 | 11 | -3 | -0.1 | -12 | -7 | -6 | 13
COc1ccc(OCc2cc(C(=O)N3CCSCC3)no2)c(Cl)c1
    -2 | 0.4 | -6 | -3 | 0.6 | -3 | 0 | 4 | -10
Cc1ccc(CSCC(=O)N(C)CC(=O)Nc2cccc(F)c2)cc1
    -5 | -1.0 | 0 | 1 | -0.4 | 22 | 6 | -7 | 3
Cc1ccc(CN2CCN(C(=O)c3ccco3)CC2)cc1
    -11 | -0.8 | -16 | 4 | -2.1 | 5 | -7 | 2 | -12
O=C(Nc1nc2c(cc3c4c(cccc42)CC3)s1)c1ccccc1Cl
    -12 | 4.6* | 4 | -6 | -1.1 | 0 | 6 | -11 | 3
Cn1c(=O)c(-[n+]2ccccc2)c([O-])c2ccccc21
    -3 | 0.3 | -5 | 4 | -0.6 | 28 | -8 | 3 | -3
O=S(=O)(Nc1ccc(-n2cccc2)cc1)c1ccccc1
    0 | -0.9 | -8 | -2 | -0.1 | -24 | 13 | -1 | -6
Cc1cccc(C)c1Nc1c(-c2ccc(N3CCOCC3)cc2)nc2ncccn12
    -2 | 0.6 | 2 | -8 | -0.4 | -41 | 1 | -34 | 5
Cc1ccccc1NC(=O)Cc1nc(COC(=O)c2cc(Cl)ccc2O)cs1
    -2 | 1.0 | -1 | 0 | 0.0 | -16 | -2 | 12 | -3
O=c1c2ccccc2nnn1CSc1nnc(COc2ccc(Cl)cc2)n1Cc1ccco1
    0 | -0.5 | -2 | 1 | -0.2 | -5 | -1 | 3 | -8
COc1ccc(CCNC(=O)c2ccc3c(c2)S(=O)(=O)N=C2CCCCCN23)cc1
    -2 | 0.6 | 10 | 6 | -0.3 | 6 | -2 | 4 | -11
COc1ccc(N2CCN(c3ccc(NC(=O)c4ccc5c(c4)OCO5)cc3C#N)CC2)cc1
    1 | / | 6 | 10 | 0.1 | -4 | -3 | -2 | -7
CN(C)C(=O)c1cnc(Cc2c[nH]c3ccccc23)c(I)c1
    -3 | 1.2 | 5 | 2 | -1.2 | 4 | -4 | -8 | 5
CCCCNC(=O)C1(C)CCC(=O)N1CCOc1ccccc1 (stereo not drawn)
    -1 | -0.1 | 5 | 0 | -0.4 | 11 | -8 | 2 | 0
CCCCC[C@@H]1C=C(C(=O)O)[C@H](c2ccc(F)cc2)N1S(=O)(=O)c1ccc(C)cc1
    -3 | -0.8 | -3 | 5 | -0.1 | 7 | -5 | 4 | 4
CCOC(=O)Nc1sc2c(c1C(N)=O)CCC(C)C2 (stereo not drawn)
    0 | -0.2 | 3 | -3 | -0.9 | 11 | -3 | -2 | -8
Cn1nnc(NC(=S)NC(=O)c2cccc3c(Cl)cccc23)n1
    -5 | 1.2 | 20 | 0 | -0.4 | 22 | 2 | 2 | 3
COc1ccc(C(c2nnnn2C(C)(C)C)N2CCN(c3nc4ccccc4s3)CC2)cc1OC (stereo not drawn)
    -1 | -1.3 | 16 | 2 | -0.9 | 4 | -2 | 1 | -8
O=C(OCC(=O)c1ccc[nH]1)c1cncc(Br)c1
    -2 | -0.6 | -5 | -11 | -0.2 | 7 | -1 | -10 | -18
O=C(CCN1c2ccccc2Sc2ccccc21)Nc1ccccc1
    -3 | -0.9 | -12 | 5 | -0.5 | -13 | 18 | 4 | -10

TbMetRS inhib, entries above that show a hit.
Structure,bovine MsrA act,MsrA inhibitor,SKN-1 block,MT1-MMP act inh,TbMetRS inhib,MLLE-PAM2 inh,CendR NRP1 mod,E coli Lon inh
Nc1nc(Nc2ccccc2)nc2ccccc12,-9,1.4,-7,43,19*,-1,8,-6

Assay outcomes: PubChem, several laboratories
